# S1P3 agonist: agonists of human S1P3 receptor; Q99500; S1P3 NFAT-BLA reporter cells, agonism, FRET ratio; relative to 1 µM S1P, basal subtracted; activation, % at 4.5 µM; 0.1% of 60,000 active; AID 373;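 active = activation above the screen-wide mean plus 3 SD, cut at about 4.5% in these data, passing the limit was not always enough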; note: some compounds called inactive have numbers as strong as hits
#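 Measure – % activation relative to 1 µM S1P (100%), per plate · System – stable CHO line with human S1P3, Gα16, NFAT-BLA reporter · Timing – cells plated overnight, compound 4 h 37 °C, substrate 2 h RT · Technique – fluorescent BLA substrate, ex 405 nm, em 460/535 nm ratio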
# HTR1E agonist: activates the human 5-HT1E serotonin receptor; P28566; CHO 5-HT1E Ga15 NFAT-bla reporter, FRET; 0% DMSO wells, 100% control agonist wells; activation, % at 6 µM; 0.69% of 65,000 active; AID 574;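 active = activation above a set limit, the screen-wide mean activation plus 3 SD, cut at about 8.5% in these data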;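 note: 100% = positive control agonist at 1 µM giving full maximal response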
# HTR1E antagonist: blocks the human 5-HT1E serotonin receptor; P28566; CHO 5-HT1E Ga15 NFAT-bla reporter, FRET, antagonist; inhibition, % at 6 µM; 0.99% of 65,000 active;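 active = inhibition above a set limit, the mean inhibition across every tested compound plus 3 SD, cut at about 29% in these data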;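 note: signal is the 460 over 535 nm emission ratio of beta-lactamase substrate; 0% = agonist plus DMSO wells and 100% = wells without agonist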
# Autofluor 339: intrinsic fluorescence of library compounds, ex339/em460 – biochemical, MLSMR library, data from DPM-DC assay, artefact control, profiling panel; fluorescence fold increase at 10 µM; 5.5% of 65,000 active; compound autofluorescence, ex339/em460 nm, NADH buffer; active compounds read high; 1 = no-compound wells, NADH background;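 active = at 10 µM, mean starting fluorescence two-fold or more over control wells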;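 note: signal is the first read of a kinetic run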
# 5HT1a antag: 5-HT1a (human) receptor antagonism; AID 612; inhibition, % at 10 µM; CHO 5-HT1a Ga15 NFAT-bla reporter, antagonist mode; P08908; 0.68% of 62,000 active;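 active = inhibition above the mean of all tested compounds plus 3 SD, cut at about 43% in these data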;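 note: receptor stimulated by 5-CT agonist at 100 nM near EC80; beta-lactamase reporter measured by ratiometric fluorescence of a cleavable substrate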
# Target sequence (P08908 whole entry, looked up): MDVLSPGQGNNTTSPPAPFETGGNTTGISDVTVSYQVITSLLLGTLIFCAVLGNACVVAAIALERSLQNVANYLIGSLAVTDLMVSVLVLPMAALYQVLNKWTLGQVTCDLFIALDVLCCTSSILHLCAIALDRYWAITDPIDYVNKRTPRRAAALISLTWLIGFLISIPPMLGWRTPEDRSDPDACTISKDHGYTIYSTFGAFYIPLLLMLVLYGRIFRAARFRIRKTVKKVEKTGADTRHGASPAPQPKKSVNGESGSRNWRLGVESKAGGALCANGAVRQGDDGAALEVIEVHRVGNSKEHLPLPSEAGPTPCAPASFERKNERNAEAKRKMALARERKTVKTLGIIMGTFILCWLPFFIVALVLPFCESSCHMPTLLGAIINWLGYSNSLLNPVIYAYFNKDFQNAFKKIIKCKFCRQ
# HER2 expr 66K: lowers expression of human Her2 kinase; P04626; SKBR-3 HER2 protein level, AlphaScreen, 18-24 h; active compounds read low; HER2 level % of control, % at 10 µM; 0.69% of 65,000 active; AID 645;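 active = HER2 level under 5% of the carrier-only control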;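 note: 100% = DMSO carrier and 0% = 500 nM PU-H71 HSP90 inhibitor; lower value means stronger loss of Her2 protein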
# Abs 340nm: compound absorbs light at 340 nm. compound absorbance at 340 nm, fold over control. 65,000 tested, under 10 active. fold change at 10 µM. AID 708;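 active = at 10 µM dose, initial 340 nm absorbance at least 2 fold that of control wells; inactive = change under 2 fold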;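 note: initial absorbance extrapolated from kinetic A340 decline of NADH oxidation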
# S1P1 ag-PAM: activates or potentiates agonism at human S1P1 receptor. 0.57% of 56,000 active. activation, % at 9.5 µM. P21453. S1P1 CRE-bla cells, forskolin, beta-lactamase FRET, potentiator mode; S1P1 agonist co-added at EC20, 2 nM; 100% = saturating reference agonist, 0% = basal;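 active = activation above a cutoff set at the mean activation of all tested compounds plus 3 SD, cut at about 54% in these data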;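 note: forskolin at 4 µM as EC80 and the EC20 agonist is SEW2871; 100% = SEW2871 at its EC100 plus forskolin at EC80; some compounds past the cut are filed as inactive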
# Target sequence (P21453 whole entry, looked up): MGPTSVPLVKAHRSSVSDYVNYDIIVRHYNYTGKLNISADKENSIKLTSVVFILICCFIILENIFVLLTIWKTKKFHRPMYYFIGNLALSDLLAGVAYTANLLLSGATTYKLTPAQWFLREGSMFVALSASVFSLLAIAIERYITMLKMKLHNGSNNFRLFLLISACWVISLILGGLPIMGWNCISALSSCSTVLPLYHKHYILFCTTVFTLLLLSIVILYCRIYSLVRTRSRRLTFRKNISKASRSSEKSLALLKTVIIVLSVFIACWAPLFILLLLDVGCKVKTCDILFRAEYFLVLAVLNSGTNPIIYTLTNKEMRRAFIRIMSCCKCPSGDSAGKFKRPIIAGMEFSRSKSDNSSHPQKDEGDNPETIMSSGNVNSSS
# MMP13 inh: blocks human MMP13 activity; P45452; MMP-13 fTHP FRET cleavage, Mca fluorescence; inhibition, % at 4 µM; 0.07% of 65,000 active;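 active = inhibition above the mean of compound-free control plate wells plus 3 SD, cut at about 14% in these data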;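 note: 0% = DMSO wells and 100% = wells with reference MMP-13 inhibitor after basal subtraction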
# An asterisk follows results filed as active; . = not tested or not shown.
SMILES,S1P3 agonist,HTR1E agonist,HTR1E antagonist,Autofluor 339,5HT1a antag,HER2 expr 66K,Abs 340nm,S1P1 ag-PAM,MMP13 inh
O=C(NCC(=O)N(Cc1ccco1)C(C(=O)NC1CCCC1)c1cccnc1)c1cccs1 (configuration not stated),-0.6,-0.6,4,1.1,5,103,1,-5,2
CC(=O)c1cccc(NC(=O)NCc2cccs2)c1,-0.2,-0.9,-2,1.1,-1,125,1,2,3
C=C(C)c1cccc(C(C)(C)NC(=O)Nc2ccc3[nH]c(=O)[nH]c3c2)c1,-0.5,1.5,4,1.1,-1,127,1,-2,-1
COC(=O)c1c(NC(=O)c2ccoc2C)sc2c1CCC2,-1.1,1.4,5,2.4*,-3,76,1.1,40,-8
O=C(CC(Sc1ccccc1)c1cccs1)c1ccco1 (configuration not stated),0.0,0.8,-6,1.2,6,34,1.1,-4,-2
COc1ccc(NC(=O)c2cc3cc(OC)ccc3oc2=N)cc1,-1.0,-1.1,-11,1.1,0,78,1,-10,-18
O=C1CCC(C(=O)N(Cc2ccco2)C2(C(=O)NC3CCCC3)CCCCC2)N1 (configuration not stated),.,-0.5,-7,1.1,22,118,1,.,-1
CCOC(=O)c1c(C)oc2c(CN3CCN(C)CC3)c(Br)c(OC)c(O)c12,-0.4,1.7,-14,1.1,-25,124,1,-17,0
COC(=O)[C@@H](NC(=O)NCc1ccco1)C(C)C,-0.6,-0.6,-10,1.1,-10,105,1,11,-2
Cc1c2cccn2cc[n+]1C,0.7,0.5,-7,3.8*,-11,110,0.99,-6,-48
O=C(CSc1nc(-c2ccccc2)cc(C(F)(F)F)n1)NCCN1CCOCC1,-0.2,0.5,-14,1.1,-1,102,1.1,.,4
O=C(CCc1c[nH]c2ccccc12)NCC1CCCO1 (configuration not stated),-1.3,-0.2,3,1.1,4,94,1.1,-8,-4
Cc1noc(NS(=O)(=O)c2ccc(NC(=O)CSc3n[nH]c(-c4ccccc4)n3)cc2)c1C,-0.1,0.0,2,1,-6,66,1,.,2
Cc1cc(NC(=O)CCN2C(=O)C3C4C=CC(C4)C3C2=O)c2ccccc2n1 (configuration not stated),-0.8,-0.6,-3,1.1,4,83,1,19,2
CCOC(=O)c1nnn(-c2ccccc2C#N)c1C,-0.9,-1.0,-2,1.1,-8,125,1,-1,5
C#CCN1C(=O)C(O)(CC(=O)c2cc(OC)ccc2OC)c2ccccc21 (configuration not stated),0.2,-0.7,-5,1.2,12,.,1,.,0
Nc1nc(SCC(=O)NCC2CCCO2)n[nH]1 (configuration not stated),-0.8,0.7,-3,1.1,2,95,1,.,4
CSC(=NCCCN1CCOCC1)NS(=O)(=O)c1cccs1,.,2.7,-4,0.94,2,75,1,.,1
CN(Cc1c(O)ccc2c1oc(=O)c1ccccc12)C1CCCCC1,-3.1,-0.7,-7,1.2,.,112,1.1,-16,-1
O=C(O)CN(c1ccccc1)C1SC(=O)NC1=O (configuration not stated),-3.1,-0.6,0,1,.,68,0.96,4,-3
COc1ccc(NC(=O)CN2CCCCC2)cc1,-1.0,-0.3,7,0.97,8,115,0.99,7,0
FC(F)(F)c1cccc(-n2cccc2/C=N/n2cnnc2)c1,0.1,-0.3,3,1.1,.,144,1.1,31,-1
O=C(c1ccc(-c2ccccc2)cc1)N1CCC(C(=O)N2CCCC2)CC1,-0.9,-0.2,-5,1,2,97,0.97,18,1
Cc1cc2oc(C(=O)NCc3ccc4c(c3)OCO4)c(C)c2cc1C,-0.2,-0.2,-2,1,-7,68,1,.,1
CS(=O)(=O)N(CC(=O)NCC1CCCO1)c1ccc(F)c(Cl)c1 (configuration not stated),-0.8,0.7,2,1.1,-3,80,1,.,-2

# Next section; the last 4 above are carried over.
SMILES,S1P3 agonist,HTR1E agonist,HTR1E antagonist,Autofluor 339,5HT1a antag,HER2 expr 66K,Abs 340nm,S1P1 ag-PAM,MMP13 inh
FC(F)(F)c1cccc(-n2cccc2/C=N/n2cnnc2)c1,0.1,-0.3,3,1.1,.,144,1.1,31,-1
O=C(c1ccc(-c2ccccc2)cc1)N1CCC(C(=O)N2CCCC2)CC1,-0.9,-0.2,-5,1,2,97,0.97,18,1
Cc1cc2oc(C(=O)NCc3ccc4c(c3)OCO4)c(C)c2cc1C,-0.2,-0.2,-2,1,-7,68,1,.,1
CS(=O)(=O)N(CC(=O)NCC1CCCO1)c1ccc(F)c(Cl)c1 (configuration not stated),-0.8,0.7,2,1.1,-3,80,1,.,-2
Cc1nnc(NC(=O)C2CCCCC2)s1,-1.1,-0.7,3,1.1,8,80,1.1,-26,-9
Cc1ccc(Nc2ncnc3nc[nH]c23)cc1Cl,0.0,0.0,14,1.1,12,119,1,6,-18
COc1ccc(NC(=O)CCS(=O)(=O)c2ccc(OC)cc2)cc1,.,-0.3,0,1,1,182,0.97,.,-1
O=c1cc(NCc2ccc3c(c2)OCO3)[nH]c(=O)n1-c1ccc(Cl)cc1,-1.0,0.0,6,1.1,2,80,1,-2,3
COc1cccc(NC(=O)c2ccc3c(c2)N(CC(=O)N2CCCCC2)C(=O)C(C)(C)O3)c1,0.9,-0.7,-8,1.1,-11,69,1,-11,0
CC1CCCCC1NC(=O)CCS(=O)(=O)c1cccc2nonc12 (configuration not stated),.,0.2,0,1.1,4,86,1,.,0
Cc1sc2nc(SCC(=O)N(CCO)CCO)n(C3CCCCC3)c(=O)c2c1C,-1.7,1.5,17,1,6,120,1.1,-20,1
CCOC(=O)CCNC(=O)c1ccccc1Br,0.2,-0.1,-5,1.1,-8,98,1,5,1
O=P(O)(O)COc1ccccc1P(=O)(c1ccccc1)c1ccccc1,0.7,-0.4,-7,1.1,1,99,1,-19,0
CC(C)Cc1ccc(C#N)c(SCC(N)=O)n1,0.9,0.5,0,1.1,-2,102,1,-26,3
O=C(CSc1nc2ccccc2o1)NCc1ccco1,0.3,0.5,-16,0.97,-14,88,0.99,-18,-10
Cc1ccc(C(=O)N2CCCCCC2)cc1Br,-0.8,0.1,-6,1.1,6,109,1.1,.,0
COc1ccccc1N1CCN(S(=O)(=O)c2ccc3c4c(cccc24)C(=O)N3)CC1,0.5,0.0,8,1.1,12,107,1.1,23,0
CCOc1ccc(N(CC(=O)NCC(C)C)S(C)(=O)=O)cc1,-0.9,-0.3,-6,1.1,3,98,1,-22,-3
CCOC(=O)C1=C(CN2CCC(C)CC2)NC(=O)NC1c1ccc(Cl)cc1 (configuration not stated),-0.6,-0.6,2,1.1,9,104,1.1,-35,3
Cc1nc(Nc2ncc3c(n2)CCCC3=O)nc2ccccc12,0.0,0.5,-3,1.1,.,133,1.1,-9,-11
CCn1c(SCC(N)=O)nnc1-c1ccc(S(=O)(=O)N2CCN(C)CC2)cc1,-1.0,0.3,-1,1.1,4,175,1,-19,-4
COc1ccccc1N1CCN(CC(=O)c2c(C)n(C)c3ccccc23)CC1,0.2,1.4,-6,1.1,30,84,1.1,-9,-2
Cc1[nH]c2ccccc2c1C(c1ccccn1)N1CCC(C(N)=O)CC1 (configuration not stated),0.2,0.0,1,1.1,-6,21,0.99,12,1
CCOCCCN(Cc1cc2cc(C)cc(C)c2[nH]c1=O)C(=O)N(CC)CC,-1.7,1.9,-5,1.4,15,110,1,-8,-7
Cn1c(=O)oc2cc(S(=O)(=O)NCC3CCCO3)ccc21 (configuration not stated),-0.8,0.4,0,1.2,10,97,1,-34,0
CCOC(=O)C1=C(N)n2c(s/c(=C\c3cccnc3)c2=O)=C(C(=O)OCC)C1c1cccnc1 (configuration not stated),-0.4,-0.2,-5,1.1,5,99,1.1,13,1
Cc1ccc(CC(=O)Nc2cccc(C)n2)cc1,.,1.3,-6,1.1,11,123,1,.,10
CCC(=O)NCCN1CCN(C(=O)CC)CC1,0.2,0.6,-2,1.1,-4,111,1,.,-1
COc1ccccc1N1CCN(CCCNC(=O)Nc2ccccc2C)CC1,.,2.7,9,1.1,82*,101,1,.,3
# Additional compounds follow.
SMILES,S1P3 agonist,HTR1E agonist,HTR1E antagonist,Autofluor 339,5HT1a antag,HER2 expr 66K,Abs 340nm,S1P1 ag-PAM,MMP13 inh
Cc1ccccc1OCc1nnc(SCC(=O)Nc2ccc3c(c2)oc2ccccc23)n1C,-0.9,0.4,4,1.2,-7,90,1.1,0,1
CCSc1nnc(NC(=O)c2cccs2)s1,-2.1,-1.1,-17,1.1,-2,87,1.2,-3,-3
CCSc1nnc(NC(=O)c2nn(C(C)C)c(=O)c3ccccc23)s1,1.2,0.1,14,1,0,114,1,-20,4
CCOC(=O)c1ccc(N(CC(=O)NC2CCCC2)C(=O)CNC(=O)c2ccco2)cc1,-0.8,-0.7,-7,1,0,82,0.97,-7,-2
O=C(NCCN1CCOCC1)c1cc(=O)[nH]c2ccc(Br)cc12,-1.1,-0.5,-9,1.2,1,109,1.1,-17,-3
CCCCNC(=O)Nc1cc(C(=O)OC)ccc1C,-0.3,-0.5,-25,1.1,-3,92,1,-13,4
Cc1ccc2[nH]c3c(N4CCCCCC4)ncnc3c2c1,-3.8,-0.4,32*,1.3,.,51,1.1,97*,-15
O=C(COc1ccc(S(=O)(=O)N2CCCCC2)cc1)NCc1ccncc1,0.1,-0.9,-3,1.1,-10,87,1,-11,-3
CCOc1ccccc1C(=O)Nc1cc(OC)ccc1OC,-1.0,0.8,1,1.1,13,91,1,-32,0
Cc1ccc(S(=O)(=O)NC(=O)NCc2ccc3c(c2)OCO3)cc1,-3.9,0.2,4,1.1,.,86,1,12,0
CCc1cc(C(=O)OC)c(NC(=O)CCCC(=O)O)s1,0.3,-0.6,-9,1.1,-2,80,1,10,3
O=C(Nc1ccncc1)C1c2ccccc2Oc2ccccc21,-1.2,-0.9,4,1,30,78,1,2,1
O=c1[nH]c(CSc2ncc(-c3ccc(F)cc3)n2Cc2ccco2)nc2ccccc12,-0.5,0.6,-5,1,-5,-22*,1,-11,2
COC(=O)c1sc2nc(-c3ccco3)ccc2c1N,1.3,0.8,-28,2.9*,-49,14,1.2,-11,-1
CS(=O)(=O)N(CC(=O)Nc1ccc2c(c1)OCCO2)Cc1ccc(Cl)cc1,-1.2,-0.9,16,1,17,78,1,23,3

# 5 compounds out of the list, arranged by length of the SMILES, rising.
SMILES,S1P3 agonist,HTR1E agonist,HTR1E antagonist,Autofluor 339,5HT1a antag,HER2 expr 66K,Abs 340nm,S1P1 ag-PAM,MMP13 inh
CCSc1nnc(NC(=O)c2cccs2)s1,-2.1,-1.1,-17,1.1,-2,87,1.2,-3,-3
COC(=O)c1sc2nc(-c3ccco3)ccc2c1N,1.3,0.8,-28,2.9*,-49,14,1.2,-11,-1
O=C(Nc1ccncc1)C1c2ccccc2Oc2ccccc21,-1.2,-0.9,4,1,30,78,1,2,1
O=C(COc1ccc(S(=O)(=O)N2CCCCC2)cc1)NCc1ccncc1,0.1,-0.9,-3,1.1,-10,87,1,-11,-3
O=c1[nH]c(CSc2ncc(-c3ccc(F)cc3)n2Cc2ccco2)nc2ccccc12,-0.5,0.6,-5,1,-5,-22*,1,-11,2
